PV pol inh: inhibitors of poliovirus RNA polymerase binding and polymerization. P03300. poliovirus polymerase elongation, fluorescence polarization; hits give low values. 0.66% of 150,000 active. % elongation, % (compound at 16.7 µg/mL); in the data active = % elongation below about 90%; note: some results filed as inactive read as strong as hits
Target sequence (P03300 1749-2209 limits assumed): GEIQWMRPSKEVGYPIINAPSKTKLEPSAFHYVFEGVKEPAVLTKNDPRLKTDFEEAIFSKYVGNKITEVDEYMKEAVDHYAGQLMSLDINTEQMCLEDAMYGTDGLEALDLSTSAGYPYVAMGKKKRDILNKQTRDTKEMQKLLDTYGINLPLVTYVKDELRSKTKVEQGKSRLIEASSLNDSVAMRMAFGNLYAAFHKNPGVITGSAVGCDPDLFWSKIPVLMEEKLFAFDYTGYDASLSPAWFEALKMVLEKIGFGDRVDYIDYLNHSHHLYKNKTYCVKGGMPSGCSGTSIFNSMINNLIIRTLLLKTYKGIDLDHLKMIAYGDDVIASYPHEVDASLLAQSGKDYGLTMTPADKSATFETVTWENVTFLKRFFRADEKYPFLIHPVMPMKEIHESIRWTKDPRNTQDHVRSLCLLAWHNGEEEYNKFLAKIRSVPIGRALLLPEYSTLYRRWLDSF
PV pol inh FP z-score: further read-out of PV pol inh, marked with its call; z-score; measured here: FP z-score; hits read low
Starred values were filed as active, the others as inactive. This is a subset (hit frequency here may not be typical).

Screening Cc1ccc(-c2nnc(Nc3ccc(Br)cc3)c3ccccc23)cc1S(=O)(=O)NCC1CCCO1 (stereo unspecified) returned PV pol inh 106 and PV pol inh FP z-score 0.3.
`CC1CN(c2nn(C)c(=O)n(C)c2=O)CC(C)O1` (stereo unspecified) gave PV pol inh 104 and PV pol inh FP z-score 0.2.
CCN(Cc1ccc2c(c1)OCCO2)C(=O)c1c(F)cccc1F was read as PV pol inh 102 and PV pol inh FP z-score -0.1.
Screening O=C(CSc1nc2ccccc2nc1Cc1ccc(Cl)cc1)NCCc1ccccc1 returned PV pol inh 107 and PV pol inh FP z-score 0.3.
CCN(CCO)C(=O)c1ccc(C(C)(C)C)cc1 was read as PV pol inh 102 and PV pol inh FP z-score 0.2.
Screening CC(=O)N1CCN(c2ccc(OCC3CO[C@](Cn4ccnc4)(c4ccc(Cl)cc4Cl)O3)cc2)CC1 (stereo partly specified) returned PV pol inh 99 and PV pol inh FP z-score -0.4.
O=C(c1csc(Nc2cccc3ccccc23)n1)N1CCCCC1 was read as PV pol inh 100 and PV pol inh FP z-score -0.3.
`CCOC(=O)c1cc(CSc2n[nH]c(=O)n2-c2ccccc2)on1` gave PV pol inh 101 and PV pol inh FP z-score 0.
For O=C(Nc1cccc(C(F)(F)F)c1)c1cc(CN2CCOCC2)on1 the results were PV pol inh 105 and PV pol inh FP z-score -0.4.
NC(=O)c1ccc(N2CCCCC2)c(N2C(=O)C3CC=CCC3C2=O)c1 (stereo unspecified) was read as PV pol inh 100 and PV pol inh FP z-score -0.9.
Screening COc1ccc(NC(=O)CSc2ncc3c(n2)-c2ccccc2N(C)S3(=O)=O)cc1Cl returned PV pol inh 107 and PV pol inh FP z-score 0.1.
Screening O=C(COC(=O)CC1CCS(=O)(=O)C1)Nc1ccc(F)cc1 (stereo unspecified) returned PV pol inh 104 and PV pol inh FP z-score 0.2.
`CS(=O)(=O)c1cccc(C(=O)NCc2ccccc2)c1` gave PV pol inh 107 and PV pol inh FP z-score 0.8.
Screening COC(=O)c1ccc(OC(=O)/C=C/c2cccn2C)cc1 returned PV pol inh 95 and PV pol inh FP z-score -0.8.
Screening COc1ccc(CNC(=O)CC(C)n2nc(C)cc2C)cc1 (stereo unspecified) returned PV pol inh 107 and PV pol inh FP z-score 0.4.
Screening O=C(O)c1cccc(S(=O)(=O)NCC(F)(F)F)c1 returned PV pol inh 95 and PV pol inh FP z-score -1.3.
O=C(Nc1ccccc1Cl)c1cc2ccccc2oc1=O was read as PV pol inh 102 and PV pol inh FP z-score 0.1.
Screening CC(=O)Oc1cc(C)c2c(=O)c(-c3csc(C)n3)coc2c1 returned PV pol inh 104 and PV pol inh FP z-score 0.5.
For CCOc1ccc(-n2c(=O)c3sc4ccccc4c3n(Cc3cccc(C)c3)c2=O)cc1 the results were PV pol inh 107 and PV pol inh FP z-score 0.9.
CC1CCCCN1C(=O)c1ccc(C(=O)c2ccccc2)cc1 (stereo unspecified) was read as PV pol inh 101 and PV pol inh FP z-score -0.3.
Screening Cc1ccnc(SCC(=O)c2cccs2)n1 returned PV pol inh 99 and PV pol inh FP z-score -0.2.
For Clc1ccccc1CN1CCc2sccc2C1 the results were PV pol inh 98 and PV pol inh FP z-score -0.4.
Screening CCN(C(=O)c1cc2cc3ccc(C)cc3nc2s1)c1ccc(C)c(C)c1 returned PV pol inh 105 and PV pol inh FP z-score 1.
Screening O=C(Oc1ccnc2cc(Cl)ccc12)N1CCCCC1 returned PV pol inh 101 and PV pol inh FP z-score 0.2.
Cc1cccc(-c2noc(CCC(=O)NC(C)(C)C)n2)c1 was read as PV pol inh 103 and PV pol inh FP z-score 0.3.
COc1ccc(CCN2CCC(CNC(=O)c3cnn(-c4ccc(C)cc4)c3C3CCN(C(=O)OC(C)(C)C)CC3)CC2)cc1 was read as PV pol inh 106 and PV pol inh FP z-score -0.1.
Screening COCCNC(=O)c1ccc(CS(=O)(=O)c2ccc(OC)cc2)o1 returned PV pol inh 99 and PV pol inh FP z-score -0.7.
O=C1NCN(c2ccccc2)C12CCN(c1nnnn1-c1ccccc1)CC2 was read as PV pol inh 99 and PV pol inh FP z-score -0.3.
Cc1ccccc1C(=O)Nc1ccccc1C(=O)OCc1cc(=O)n2ccsc2n1 was read as PV pol inh 110 and PV pol inh FP z-score 0.8.
Screening O=C(CN1CCCCC1)N1CCCc2ccccc21 returned PV pol inh 102 and PV pol inh FP z-score 0.1.
Screening COc1cc2c(cc1NC(=O)COc1ccc(Cl)cc1)oc1ccccc12 returned PV pol inh 106 and PV pol inh FP z-score 0.2.
Screening O=C(NCc1ccccc1)c1ccc(NC(=O)c2nsc3ccccc23)cc1 returned PV pol inh 104 and PV pol inh FP z-score -0.8.
O=C(C1c2ccccc2C(=O)N2CCc3ccccc3C12)N1CCN(Cc2ccccc2)CC1 (stereo unspecified) was read as PV pol inh 104 and PV pol inh FP z-score 0.5.
For Cc1ccc(NC(=O)CSc2nc(C)cc(C)c2C(=O)Nc2cccc(C)c2)cc1 the results were PV pol inh 109 and PV pol inh FP z-score 0.6.
Cc1ccc(C(=O)OCC(=O)N2CCCC2)c(O)c1 was read as PV pol inh 99 and PV pol inh FP z-score -0.6.
Screening COc1ccccc1NC(=O)c1c(N)n[nH]c1C returned PV pol inh 99 and PV pol inh FP z-score -0.5.
For CCCNS(=O)(=O)c1cc2c3c(c1)C(C)C(=O)N3CCC2 (stereo unspecified) the results were PV pol inh 107 and PV pol inh FP z-score 1.7.
`O=C(O)c1c(CNCc2cccnc2)c2ccccc2n1Cc1ccccc1` gave PV pol inh 104 and PV pol inh FP z-score 1.
For CC(=O)N1CCN(c2nc(-c3ccccc3)c3ccccc3n2)CC1 the results were PV pol inh 98 and PV pol inh FP z-score -1.1.
`CCCCCCCC1CC(CSc2ncn[nH]2)OC1=O` (stereo unspecified) gave PV pol inh 105 and PV pol inh FP z-score 0.7.
For CCCc1nn(-c2ccccc2)c2c1C(c1ccc(OC)cc1)C(C#N)=C(N)O2 (stereo unspecified) the results were PV pol inh 103 and PV pol inh FP z-score 0.3.
Screening Cn1c(=O)oc2cc(S(=O)(=O)CCC(=O)NC3CCN(Cc4ccccc4)CC3)ccc21 returned PV pol inh 99 and PV pol inh FP z-score -1.1.
N#CCSc1nnc(-c2ccc(Br)cc2)n1C1CCCCC1 was read as PV pol inh 115 and PV pol inh FP z-score 1.1.
Screening COc1ccc2c(c1)cc1c(=O)n(CC(=O)NCCCOC(C)C)nc(C)n12 returned PV pol inh 105 and PV pol inh FP z-score -0.3.
c1ccc(Sc2ncnc3sc4c(c23)CCCC4)cc1 was read as PV pol inh 99 and PV pol inh FP z-score -0.2.
For CCC(=O)N/N=C/c1ccc(-c2ccc(Cl)cc2)o1 the results were PV pol inh 101 and PV pol inh FP z-score 0.
For O=C1c2ccccc2-c2nc(=O)c3c4c(sc3n21)CCCC4 the results were PV pol inh 100 and PV pol inh FP z-score -0.3.
CCOC(=O)c1c(C)oc2c1c(C=NCCCN1CCOCC1)c(O)c1ccccc12 was read as PV pol inh 99 and PV pol inh FP z-score -0.5.
O=C(Nc1ccccc1Br)c1cc(CN2CCCC2)on1 was read as PV pol inh 104 and PV pol inh FP z-score -0.6.
For CC(=O)Nc1nc(-c2cccs2)nc2c1c(=O)oc1ccccc12 the results were PV pol inh 102 and PV pol inh FP z-score 0.2.
CC(C)C(NS(=O)(=O)c1ccccc1)C(=O)Nc1ccccc1 (stereo unspecified) was read as PV pol inh 104 and PV pol inh FP z-score 1.1.
COc1ccc(CCNC(=O)C(=O)NCC(c2ccco2)S(=O)(=O)c2cccs2)cc1OC (stereo unspecified) was read as PV pol inh 114 and PV pol inh FP z-score 1.4.
Screening CC1CCCCN1C(=O)CSc1nc2ccccc2[nH]1 (stereo unspecified) returned PV pol inh 100 and PV pol inh FP z-score -0.3.
Screening CCOc1ccc(C2c3cc(OCC)c(OCC)cc3CC(=O)N2c2ccc(C(=O)O)cc2)cc1OCC (stereo unspecified) returned PV pol inh 108 and PV pol inh FP z-score -0.5.
For CCCCN1CC(c2nc3ccccc3n2CCCCOc2ccc(C)cc2C)CC1=O (stereo unspecified) the results were PV pol inh 104 and PV pol inh FP z-score -0.9.
O=C(NCC1CCCO1)c1ccc(F)c(F)c1 (stereo unspecified) was read as PV pol inh 103 and PV pol inh FP z-score -0.3.
Screening CNC(=O)c1ccc(C(C)(C)C)cc1 returned PV pol inh 109 and PV pol inh FP z-score 0.8.
Screening Cc1cc(C)c2nc(N3CCCN(C(=O)c4ccco4)CC3)c(C#N)cc2c1 returned PV pol inh 99 and PV pol inh FP z-score -0.6.
CSc1cccc(NC(=O)c2ccc3c(c2)CCCN3S(C)(=O)=O)c1 was read as PV pol inh 111 and PV pol inh FP z-score 1.2.
For O=C(N/N=C/c1ccc(-c2ccc(S(=O)(=O)Nc3ncccn3)cc2)o1)C12CC3CC(CC(C3)C1)C2 the results were PV pol inh 100 and PV pol inh FP z-score -0.3.
Screening COc1ccc(Nc2cc(C(=O)NC3CCCCC3)c3ccccc3n2)c(OC)c1 returned PV pol inh 104 and PV pol inh FP z-score 1.1.
Screening OCCn1c(-c2ccc(-c3ccccc3)cc2)csc1=Nc1ccccc1 returned PV pol inh 100 and PV pol inh FP z-score -0.1.
For O=C(Cn1cnc2sccc2c1=O)NC(=O)NC1CCCC1 the results were PV pol inh 118 and PV pol inh FP z-score 1.7.
`COc1ccc(N2CC(C(=O)NCCS(=O)(=O)N3CCN(c4ccccc4)CC3)CC2=O)cc1` (stereo unspecified) gave PV pol inh 104 and PV pol inh FP z-score -0.6.
Screening CCc1ccccc1NC(=O)c1cc(-c2ccc(Cl)s2)nc2ccccc12 returned PV pol inh 79 and PV pol inh FP z-score -5.4.
For CCOC(=O)C(CC)Sc1nnc(-c2ccccc2Br)n1C (stereo unspecified) the results were PV pol inh 106 and PV pol inh FP z-score 1.4.
For CCOc1ccc(NC(=O)c2c(NC(=O)c3cccs3)sc3c2CCC(C(C)(C)C)C3)cc1 (stereo unspecified) the results were PV pol inh 105 and PV pol inh FP z-score -0.1.
`CC1CCN(C(=O)/C(=C/C=C\c2ccccc2)NC(=O)c2ccccc2)CC1` gave PV pol inh 106 and PV pol inh FP z-score 0.1.
Screening CCOC(=O)c1c(C)cc2ccccn12 returned PV pol inh 101 and PV pol inh FP z-score -0.3.
Cc1ccc(/C=C2/Sc3ccccc3NC2=O)cc1 was read as PV pol inh 100 and PV pol inh FP z-score -0.6.

Some of these compounds in order of length of the SMILES, lowest first:
For CCOC(=O)C(CC)Sc1nnc(-c2ccccc2Br)n1C (stereo unspecified) the results were PV pol inh 106 and PV pol inh FP z-score 1.4.
Screening COc1ccc(Nc2cc(C(=O)NC3CCCCC3)c3ccccc3n2)c(OC)c1 returned PV pol inh 104 and PV pol inh FP z-score 1.1.
`CC1CCN(C(=O)/C(=C/C=C\c2ccccc2)NC(=O)c2ccccc2)CC1` gave PV pol inh 106 and PV pol inh FP z-score 0.1.

Next part.
Cc1ccc(Cl)cc1-n1ncc2c(NCCc3ccccc3)ncnc21 was read as PV pol inh 110 and PV pol inh FP z-score 0.6.
For Cc1cc(NC(=O)Cc2ccccc2)no1 the results were PV pol inh 102 and PV pol inh FP z-score 0.2.
`O=C(Nc1ccc(-n2cncn2)cc1)c1ccccc1N1CCOCC1` gave PV pol inh 102 and PV pol inh FP z-score 0.
CC(CN1CCCCC1)NC(=O)c1cccs1 (stereo unspecified) was read as PV pol inh 100 and PV pol inh FP z-score -0.2.
`CCOC(=O)c1[nH]c2c(c1Cc1ccccc1OC)C(=O)CC(c1ccccc1)C2` (stereo unspecified) gave PV pol inh 100 and PV pol inh FP z-score -1.5.
`O=C(CN1C(=O)C2(SCC(=O)N2c2ccc(F)cc2)c2ccccc21)NCCc1ccccc1` (stereo unspecified) gave PV pol inh 103 and PV pol inh FP z-score -0.1.
Screening Cc1ccc(-n2c(N)c(C#N)c3nc4ccccc4nc32)cc1C returned PV pol inh 102 and PV pol inh FP z-score -0.1.
Screening COc1ccc2c(c1)c1c(c(=O)n(-c3ccc(C)cc3)c(=O)n1CC(=O)N1CCCC1)n2C returned PV pol inh 107 and PV pol inh FP z-score -0.1.
Screening Cn1nnnc1SCC(=O)NC(=O)c1ccccc1Br returned PV pol inh 104 and PV pol inh FP z-score 0.1.
For O=C1SC(c2ccccc2)=N/C1=C/c1ccco1 the results were PV pol inh 99 and PV pol inh FP z-score -0.5.

For reference, some entries already given.
CC(CN1CCCCC1)NC(=O)c1cccs1 (stereo unspecified) was read as PV pol inh 100 and PV pol inh FP z-score -0.2.
`CCOC(=O)c1[nH]c2c(c1Cc1ccccc1OC)C(=O)CC(c1ccccc1)C2` (stereo unspecified) gave PV pol inh 100 and PV pol inh FP z-score -1.5.
`O=C(CN1C(=O)C2(SCC(=O)N2c2ccc(F)cc2)c2ccccc21)NCCc1ccccc1` (stereo unspecified) gave PV pol inh 103 and PV pol inh FP z-score -0.1.
Screening Cc1ccc(-n2c(N)c(C#N)c3nc4ccccc4nc32)cc1C returned PV pol inh 102 and PV pol inh FP z-score -0.1.
Screening COc1ccc2c(c1)c1c(c(=O)n(-c3ccc(C)cc3)c(=O)n1CC(=O)N1CCCC1)n2C returned PV pol inh 107 and PV pol inh FP z-score -0.1.
Screening Cn1nnnc1SCC(=O)NC(=O)c1ccccc1Br returned PV pol inh 104 and PV pol inh FP z-score 0.1.

Carrying on:
For CCc1cccc(NC(=O)CSc2nc3ccccc3nc2N2CCCCC2)c1 the results were PV pol inh 110 and PV pol inh FP z-score 1.3.
`CCc1ccc(S(=O)(=O)N2CCN(c3ccc(Cl)c(Cl)c3)CC2)cc1` gave PV pol inh 103 and PV pol inh FP z-score -0.1.
Screening Cc1cc(C)c2c(=O)cc(CSCC(=O)Nc3ccccc3Cl)[nH]c2c1 returned PV pol inh 115 and PV pol inh FP z-score 1.9.
`COc1ccccc1NC(=O)c1oc2ccccc2c1NC(=O)Cc1cccc(C)c1` gave PV pol inh 102 and PV pol inh FP z-score 0.3.
Cc1cc(C)cc(NC(=O)COC(=O)c2ccc(F)cc2F)c1 was read as PV pol inh 103 and PV pol inh FP z-score 0.4.
